Assay outcomes deposited in PubChem by National Center for Advancing Translational Sciences (NCATS).
TrxR1 substrate – qHTS Assay for Substrates of Mammalian Selenoprotein Thioredoxin Reductase 1 (TrxR1): qHTS; Thioredoxin reductase 1, cytoplasmic (Rattus norvegicus), O89049; purified TrxR1 substrate turnover, NADPH consumption readout; Potency, µM (highest dose often 114 µM), for the others: top-dose activity change, negative = substrate turnover; 0.01% of 390,000 active; AID 588456, 2011; also: potency is read from the fitted curve at half-maximal effect; % is scaled to controls: 0 for no effect and ±100 for the full control effect; nearly all actives have a fitted effect of over 50% in size
Target sequence (O89049 whole entry, looked up): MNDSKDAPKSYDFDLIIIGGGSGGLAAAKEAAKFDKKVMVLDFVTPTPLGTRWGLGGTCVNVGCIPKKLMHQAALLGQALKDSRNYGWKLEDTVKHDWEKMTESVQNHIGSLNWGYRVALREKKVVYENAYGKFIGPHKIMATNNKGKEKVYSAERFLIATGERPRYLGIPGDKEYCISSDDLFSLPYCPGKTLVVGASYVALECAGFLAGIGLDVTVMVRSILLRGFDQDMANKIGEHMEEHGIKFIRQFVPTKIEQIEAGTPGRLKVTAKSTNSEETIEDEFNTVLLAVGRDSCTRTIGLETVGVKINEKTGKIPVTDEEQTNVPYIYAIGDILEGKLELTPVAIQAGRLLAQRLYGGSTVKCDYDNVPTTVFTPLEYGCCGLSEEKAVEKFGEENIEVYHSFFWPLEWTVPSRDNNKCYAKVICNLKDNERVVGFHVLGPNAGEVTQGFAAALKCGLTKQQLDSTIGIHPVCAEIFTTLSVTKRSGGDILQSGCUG
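Rat TrxR1, dispensed at 90 nM, was prereduced with 400 uM NADPH (final) for 5 min at ~22 deg C, then incubated with compound 15 min before 400 uM selenite. A first-read NADPH fluorescence drop versus no-compound background flagged substrates.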
mIDH1 inhibitor – qHTS for Inhibitors of mutant isocitrate dehydrogenase 1 (IDH1): qHTS. Potency, µM (doses to about 76.6 µM), without a hit: at the highest dose activity change, negative = inhibition, most hits filed as inhibitors. 0.093% of 390,000 active. IDH1-R132H enzyme, NADPH consumption, diaphorase/resazurin fluorescence. Isocitrate dehydrogenase [NADP] cytoplasmic (Homo sapiens), O75874. AID 602179, 2012; also: potency is read from the fitted curve at half-maximal effect; % is scaled to controls: 0 for no effect and ±100 for the full control effect; nearly all actives have a fitted effect of over 65% in size
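IDH1-R132H (0.5 ug/mL) preincubated 30 min with compound, then NADPH (0.016 mM) and alpha-KG (2 mM) added; 80 min at RT, pH 7.5. Remaining NADPH coupled via diaphorase/resazurin to fluorescence (540/590 nm); concentration-response curves normalized to no-enzyme control.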
D2 antag – HTS Assay for Allosteric Antagonists of the Human D2 Dopamine Receptor: Primary Screen for Antagonists; D(2) dopamine receptor (Homo sapiens), P14416; HEK293 TREx D2 cells, calcium flux, dopamine EC80; inhibition, % at 10 µM; 2% of 340,000 active; AID 485344, 2010; in the data active = inhibition above about 30%; also: 0% is about no effect
Target sequence (P14416 whole entry, looked up): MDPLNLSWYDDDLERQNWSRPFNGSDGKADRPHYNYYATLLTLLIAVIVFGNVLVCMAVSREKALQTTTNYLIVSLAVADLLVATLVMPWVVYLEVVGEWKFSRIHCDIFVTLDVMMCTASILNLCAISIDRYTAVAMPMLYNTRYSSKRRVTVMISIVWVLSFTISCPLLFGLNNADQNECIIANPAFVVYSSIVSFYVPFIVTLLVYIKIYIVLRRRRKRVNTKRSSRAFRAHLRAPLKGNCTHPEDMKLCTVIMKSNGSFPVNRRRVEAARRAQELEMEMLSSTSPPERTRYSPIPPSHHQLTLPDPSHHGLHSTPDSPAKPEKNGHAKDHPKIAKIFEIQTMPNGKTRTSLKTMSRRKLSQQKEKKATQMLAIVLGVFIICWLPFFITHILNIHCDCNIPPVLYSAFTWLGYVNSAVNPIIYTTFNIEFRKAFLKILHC
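Overnight-induced (tetracycline, 30 C) HEK293 T-REx cells carrying force-coupled D2 receive a no-wash calcium dye, then compound, then EC80 dopamine at 180 s; signals are read kinetically throughout.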
rTrxR1 inhibitor – qHTS Assay for Inhibitors of Mammalian Selenoprotein Thioredoxin Reductase 1 (TrxR1): qHTS; recombinant rTrxR1, NADPH fluorescence consumption, selenite substrate; Thioredoxin reductase 1, cytoplasmic (Rattus norvegicus), O89049; Potency, µM (highest dose often 114 µM), for inactives: at the highest dose activity change, negative = inhibition, actives largely listed as inhibitors; 1% of 390,000 active; also: potency is read from the fitted curve at half-maximal effect; % is scaled to controls: 0 for no effect and ±100 for the full control effect; nearly all actives have a fitted effect of over 65% in size
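Rat TrxR1 (90 nM in the dispensed reagent) was pre-reduced with 400 uM NADPH for 5 min at room temperature, then incubated with compound for 15 min. After 400 uM selenite was added, NADPH fluorescence (Ex 340/Em 450 nm) was followed for 8 min.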
PI4K2A inh – qHTS for small molecular inhibitors of PI4K2A. purified PI4K2A, ADP-Glo luminescence, 1 h; hits give low values. activity change, negative = inhibition, % at 76.9 µM. 0.13% of 420,000 active; in the data active = activity change below about -50%; inconclusive = mostly about -30% to -49%;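 also: -100% = wells without enzyme as full effect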
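Compounds are screened against recombinant PI4K2A using PI as substrate and ATP, the latter dispensed at 300 microM. Reactions run one hour at ambient temperature before ADP-Glo detection; full inhibition defined by wells lacking enzyme.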
D2 ag – HTS Assay for Allosteric Agonists of the Human D2 Dopamine Receptor: Primary Screen for Agonists; HEK293 T-REx D2 cells, calcium flux agonist mode; activation, % at 2 µM; 0.53% of 340,000 active;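 active = activation over 3 SD above normal in the single-dose calcium agonist read, cut at about 30% in these data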; also: 0% is about no effect
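Calcium-flux readout, 1 cycle/sec over 180 s following compound pin transfer, in inducible HEK293 Trex D2 cells (force-coupled); dopamine controls included. Positive calcium responses during this window marked compounds as potential agonists.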
TRHR agonist – qHTS for Small Molecule Agonists and Allosteric Enhancers of Human TRH Receptor: Primary Screen for Agonists; Thyrotropin-releasing hormone receptor (Homo sapiens), P34981; TRHR cells, calcium flux fluo-8, FDSS agonist mode; activation, % at 2 µM; 0.18% of 360,000 active; AID 493084, 2011; in the data active = activation above about 30%; also: 0% is about no effect
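In this calcium-flux screen, cells bearing human TRHR are dye-loaded with fluo-8, baselined for 10 cycles, then exposed to library compounds; positive kinetic calcium responses during the agonist phase mark hits, with TRH as control.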
TRHR PAM – qHTS for Small Molecule Agonists and Allosteric Enhancers of Human TRH Receptor: Primary Screen for Enhancers | 0.66% of 360,000 active | enhancement, % at 2 µM | Thyrotropin-releasing hormone receptor (Homo sapiens), P34981 | TRHR cells, fluo-8 calcium fluorescence, EC20 TRH enhancement; in the data active = enhancement above about 30%; also: 0% is about no effect
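Enhancer read-out: after compound pinning and an initial kinetic agonist-mode read, an EC20 of TRH (10 nM final) was injected and fluo-8 calcium signal (Ex 480/Em 530) followed at 1 s/cycle for 100 cycles in TRHR-expressing cells.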
USP1 inh – Inhibitors of USP1/UAF1: Primary Screen | Ubiquitin carboxyl-terminal hydrolase 1 (Homo sapiens), O94782 | recombinant USP1/UAF1, Ub-Rhodamine cleavage fluorescence | Potency, µM (doses to about 57.1 µM), without a hit: top-dose activity change, negative = inhibition, most hits filed as inhibitors | 0.23% of 390,000 active | AID 743255, 2014; also: potency is read from the fitted curve at half-maximal effect; % is scaled to controls: 0 for no effect and ±100 for the full control effect; nearly all actives have a fitted effect of over 60% in size; inactives centre near -12
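High-throughput fluorogenic screen: 1nM USP1/UAF1 complex, Ub-Rho substrate 150nM final, 50mM HEPES pH 7.8 with 0.5mM EDTA, 0.1 mg/ml BSA, 1mM TCEP and 0.01% Tween-20.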
Active calls of the source: *; ? = inconclusive; . = no result given; [ ] = another dose, or the depositor's remark. Unless noted, calls follow the shape of the dose curve; as a rule, active = well fitted inhibition curve with a large enough effect; inconclusive = small, poorly fitted or top-dose-only effect; inactive = no such curve, though single readings can be large or run the other way.

SMILES	TrxR1 substrate	mIDH1 inhibitor	D2 antag	rTrxR1 inhibitor	PI4K2A inh	D2 ag	TRHR agonist	TRHR PAM	USP1 inh
CCOc1ccc(NC(=O)NNC(=O)c2ccc(Cl)cc2Cl)cc1	-2%	-1%	6	22%	2	-1.0	-0.5	-5	-15%
COc1ccc(NC(=O)NC(C)C2CC3CCC2C3)cc1 (stereo unspecified)	3%[57.1 µM]	-2%	-5	3%[57.1 µM]	4	0.8	0.8	-5	8%
Cc1ccc(NC(=O)c2ccc(NS(=O)(=O)c3ccc4[nH]c(=O)[nH]c4c3)cc2)nc1	7%[57.1 µM]	-7%	7	11%[57.1 µM]	-2	0.1	0.3	4	-1%
CCCCC(=O)NCc1nc2cccnc2n1Cc1ccc(OC)cc1	4%[57.1 µM]	-1%	.	33%[57.1 µM]	3	.	-0.2	-2	14%
CCOc1ccc(OCC)c(NS(=O)(=O)c2cn(C)cn2)c1	13%	-3%	5	46%[activator]	-3	-0.3	-0.8	-1	-10%
Fc1ccc2nc(-c3ccccc3)nc(SCc3nnc(-c4ccccc4)o3)c2c1	2%	4%	-8	8%	0	-0.3	-0.2	-10	-20%
COc1ccc2oc(C(=O)OCC(=O)N(CCC#N)c3ccccc3)c(C)c2c1	50%[activator]	6%	1	-7%	0	0.1	0.1	18	-15%
O=C(c1ccc(F)cc1)N1CCCC(N2CCN(Cc3ccc4c(c3)OCO4)CC2)C1 (stereo unspecified)	-3%	-15%	-32	-2%	-6	3.6	-0.3	8	2%
CCOC(=O)c1ccc(NC(=O)c2nc[nH]c2C(=O)N2CCc3ccccc3C2)cc1	-7%	11%	5	2%	3	0.6	0.3	-4	?
OCCNC(=S)NC1CCCCC1	1%	8%	.	0%	3	.	0.6	0	-1%
Cc1ccc2c(c1)-c1c(cnn1CC(=O)N1CCN(c3cccc(C(F)(F)F)c3)CC1)CO2	2%	-18%	.	18%	-3	0.0	-0.1	-13	-14%
O=C(CN(c1ccc(Cl)cc1)S(=O)(=O)c1ccccc1)N/N=C/c1ccco1	-10%	4%	-5	?	0	0.3	0.5	1	-25%
COC(=O)c1ccc(Cn2nc(C(F)(F)F)cc2C)cc1	4%	1%	12	19%	-1	1.6	0.7	-4	-15%
COc1ccc(C2C(=O)N(C3CCCCC3)CC(=O)N2CCc2ccc(OC)c(OC)c2)cc1 (stereo unspecified)	7%[57.1 µM]	-4%	.	15%[57.1 µM]	1	0.6	-0.6	1	-11%
O=C1/C(=C/c2ccco2)CCC1C1CCCC1 (stereo unspecified)	5%	6%	0	21%	5	1.2	0.2	3	-17%
Cc1ccc(S(=O)(=O)CCC(=O)OCC(=O)N(C)CC(=O)Nc2ccc(F)cc2)cc1	-4%[57.1 µM]	0%	-30	7%	2	0.1	0.1	2	-16%
CC1CCN(CCCCOc2ccc([N+](=O)[O-])cc2)CC1	2%[57.1 µM]	3%	2	9%[57.1 µM]	0	-0.4	0.6	8	-16%
COCCNC(=O)c1cc(-c2ccc3c(c2)OCO3)on1	-8%	0%	18	-13%	-4	-1.1	0.6	0	-2%
Cc1oc(=O)c(NC(=O)c2ccccc2)cc1C(=O)c1ccccc1	-8%	1%	-9	40µM*	10	-0.1	0.4	6	-27%
CC(=O)N/C(=C/c1ccc(Cl)cc1)C(=O)NCCc1c[nH]c2ccccc12	-8%	-1%	31*	-8%	3	0.4	0.0	21	-19%
c1nnc2c3c4c(sc3ncn12)CCC4	-4%	4%	1	7%	-1	0.3	-0.4	-2	-8%
Cc1ccc(N(C(=O)CCl)C(C(=O)NC2CCCCC2)c2cccnc2)cc1C (stereo unspecified)	-4%	-8%	10	10µM*	17	1.2	-0.1	-4	-9%
COc1cc(C)nc(OCCNC(=O)COc2ccc(Cl)cc2C)n1	8%	8%	2	9%	-3	-0.6	-1.1	5	-13%
O=C(NCc1ccc2c(c1)OCO2)c1nnc(Cc2ccc(Cl)cc2)o1	6%[57.1 µM]	-10%	11	12%[57.1 µM]	-1	0.6	-0.7	3	-17%
COc1ccccc1N1CCN(/N=C/c2cccc(Cl)c2)CC1	-4%	6%	-11	8%[57.1 µM]	-2	0.5	0.3	-20	-19%
CCCCS(=O)(=O)N1CCCC(C(=O)Oc2ccccc2OC)C1 (stereo unspecified)	4%[57.1 µM]	4%	-5	-4%	-1	0.4	-0.4	1	-12%
N#CCC(=O)N/N=C\c1cccc(OC/C=C/c2ccccc2)c1	-7%	3%	9	-9%	3	0.0	-0.2	15	-20%
CNC(=O)c1ccc(-c2sc3nc(N4CCOCC4)c4c(c3c2N)CCCC4)o1	54%[activator]	2%	9	-27%	-27	0.0	-0.3	-13	-21%
COc1cccc(NC(=O)CSc2nc(C)c(Cc3ccccc3)c(=O)[nH]2)c1	-1%	.	.	7%	4	.	-1.0	-4	-20%
CCCC1(CCC)NC(=O)N(CC(=O)N2CCN(C(=O)c3ccco3)CC2)C1=O	0%	3%	-7	-9%	2	0.3	0.5	6	-15%
CCOc1cc(/C=N/NC(=O)c2nnn(-c3nonc3N)c2C)ccc1OCc1cccc(F)c1	1%	3%	-7	40%[activator]	1	0.5	0.4	-6	-26%
Cc1ccc(CN(C(=O)CNC(=O)c2cccs2)C(C(=O)NCC2CCCO2)c2ccccc2)cc1 (stereo unspecified)	8%[57.1 µM]	3%	-11	6%	-4	-1.1	-0.8	15	7%
Cc1cc(=O)oc2cc(NC(=O)c3cc([N+](=O)[O-])ccc3N3CCOCC3)ccc12	15%	14%	0	9%[57.1 µM]	-1	-0.1	-0.6	-3	?
CC1(C)OC2CC3C4CC=C5CC(O)CCC5(C)C4CCC3(C)C2(C(=O)CO)O1 (stereo unspecified)	8%	-3%	.	17%	7	.	.	.	-6%
O=C(O)c1ccc(NCc2nc3cc4ccccc4cc3[nH]2)cc1	11%[57.1 µM]	-5%	.	-1%[11.4 µM]	7	.	.	.	-17%
Cc1cccc(/C(N)=N/OC(=O)c2ccccc2Cl)c1	4%	16%	-9	18%	-28	-0.2	0.6	0	-10%
Cc1cccc(NC(=O)CSCC(=O)Nc2cccc(S(=O)(=O)N3CCCCCC3)c2)c1	-13%	3%	-5	-1%	-2	-0.4	0.1	-4	-18%
CCC(C(=O)N1CCN(c2ccccc2F)CC1)n1nc(C)c2sc3ccccc3c2c1=O (stereo unspecified)	24%	12%	.	27%	-1	0.6	0.0	6	-10%
Cc1ccc(NC(=O)CN2C(=O)NC3(CCCc4ccccc43)C2=O)c(Cl)c1 (stereo unspecified)	-10%[57.1 µM]	2%	.	-1%[2.29 µM]	-5	.	.	.	-8%
O=C(NCc1ccccc1)c1cccc2c1C(=O)c1ccc(/C=C/c3ccccc3)cc1S2(=O)=O	2%	1%	.	30%	0	.	.	.	-8%
COc1ccc2c(Cl)c(C(=O)NCCc3ccc(S(N)(=O)=O)cc3)sc2c1	-3%[57.1 µM]	4%	-1	8%[57.1 µM]	-3	-0.7	-0.4	-8	-14%
O=C(O)c1cccc2c(-c3ccccc3)c(-c3ccccc3)[nH]c12	0%	-5%	11	9%	-1	-0.7	-0.4	2	-17%
COc1ccccc1Nc1c2c(nc3ccc(NC(=O)c4cccc(OC)c4OC)cc13)CCCC2	8%[2.29 µM]	?	.	23%	1	0.5	-0.5	3	-15%
CSCC[C@H](Nc1ncnc2sc(C)c(C)c12)C(=O)O	1%	8%	9	9%	10	19	0.5	-9	-24%
CCCn1c(N)c(C(=O)COC(=O)c2c(C)noc2C)c(=O)n(C)c1=O	-8%	2%	27	9%[57.1 µM]	2	1.2	-0.7	1	-6%
O=C(N/N=C\c1cc(Br)c(Br)o1)C1COc2ccccc2O1 (stereo unspecified)	-19%[57.1 µM]	3%	4	-14%	3	-0.6	0.2	-7	-18%
COc1ccc(CCNS(=O)(=O)c2cccc(C(=O)O)c2)cc1OC	-6%	2%	3	-13%	-16	-1.3	-0.8	1	-21%

Gathered by group, the entries above containing a cyano group (2)
SMILES	TrxR1 substrate	mIDH1 inhibitor	D2 antag	rTrxR1 inhibitor	PI4K2A inh	D2 ag	TRHR agonist	TRHR PAM	USP1 inh
COc1ccc2oc(C(=O)OCC(=O)N(CCC#N)c3ccccc3)c(C)c2c1	50%[activator]	6%	1	-7%	0	0.1	0.1	18	-15%
N#CCC(=O)N/N=C\c1cccc(OC/C=C/c2ccccc2)c1	-7%	3%	9	-9%	3	0.0	-0.2	15	-20%

Outcome played no part in choosing rows; overall some 3.9% were active at least once.
